APOBEC3G inh = inhibitors of human APOBEC3G DNA deaminase; AID 493012; hit rate 0.28% among 330,000; inhibition, % at 20 µM; recombinant A3G, ssDNA deamination FAM/TAMRA fluorescence;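 active means inhibition of at least 40% at 20 µM, with no more than 30% in the related APOBEC3A deaminase screen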;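 further: plate controls were DMSO wells with A3G for no effect and wells lacking A3G enzyme for full effect; some compounds called inactive have numbers as strong as hits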
Target sequence (Q9HC16 whole entry, looked up): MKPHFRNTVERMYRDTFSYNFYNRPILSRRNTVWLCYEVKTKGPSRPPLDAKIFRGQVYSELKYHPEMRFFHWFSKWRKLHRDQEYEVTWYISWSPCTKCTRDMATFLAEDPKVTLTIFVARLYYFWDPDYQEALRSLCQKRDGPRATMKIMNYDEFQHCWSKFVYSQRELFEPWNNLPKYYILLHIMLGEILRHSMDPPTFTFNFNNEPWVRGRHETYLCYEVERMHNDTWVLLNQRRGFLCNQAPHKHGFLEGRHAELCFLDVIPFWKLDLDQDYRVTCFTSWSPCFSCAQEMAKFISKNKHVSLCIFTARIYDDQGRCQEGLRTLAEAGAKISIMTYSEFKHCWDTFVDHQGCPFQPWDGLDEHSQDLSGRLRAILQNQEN
NR3A LBD binder = modulators (binders) of human NR3A ligand-binding domain; Tm shift relative to glycine control, % at 25 µM; NR3A LBD differential scanning fluorimetry, Tm shift; 0% = protein alone, 100% = glycine-bound protein; hit rate 2.5% among 340,000;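 active means melting temperature shift of at least 10% of the positive control shift, at one fixed dose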
CXCR6 block = blocks human CXCR6 beta-arrestin recruitment; O00574; CHO-K1 PathHunter CXCR6 beta-arrestin, luminescence; inhibition, % at 20 µM; hit rate 0.36% among 360,000; AID 602244; in the data active means inhibition above about 34%, passing the limit was not always enough;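 further: antagonist mode with CXCL16 agonist at 10 nM final; 0% = 10 nM CXCL16 with DMSO and 100% = unstimulated wells without agonist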
Target sequence (O00574 whole entry, looked up): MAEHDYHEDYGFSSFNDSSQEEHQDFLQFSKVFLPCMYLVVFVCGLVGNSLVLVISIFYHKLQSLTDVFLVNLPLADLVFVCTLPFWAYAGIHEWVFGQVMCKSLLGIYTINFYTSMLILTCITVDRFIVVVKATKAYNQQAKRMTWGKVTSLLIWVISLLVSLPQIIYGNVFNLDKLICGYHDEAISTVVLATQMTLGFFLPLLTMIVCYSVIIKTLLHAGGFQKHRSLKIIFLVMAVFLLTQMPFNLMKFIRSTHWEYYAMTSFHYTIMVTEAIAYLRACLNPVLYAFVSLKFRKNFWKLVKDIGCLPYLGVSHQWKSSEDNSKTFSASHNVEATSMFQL
EBI2 antag = EBI2 (human) antagonism | EBI2 beta-arrestin recruitment, luminescence, 7a,25-OHC stimulated | inhibition, % at 5 µM | hit rate 0.81% among 360,000 | AID 651636; in the data active means inhibition above about 38%;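 further: enzyme fragment complementation signal reports receptor beta-arrestin coupling in cells; 0% = agonist plus DMSO wells and 100% = wells without agonist; some results beyond the cut were filed as inactive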
Target sequence (P32249 whole entry, looked up, the tested form may be a part): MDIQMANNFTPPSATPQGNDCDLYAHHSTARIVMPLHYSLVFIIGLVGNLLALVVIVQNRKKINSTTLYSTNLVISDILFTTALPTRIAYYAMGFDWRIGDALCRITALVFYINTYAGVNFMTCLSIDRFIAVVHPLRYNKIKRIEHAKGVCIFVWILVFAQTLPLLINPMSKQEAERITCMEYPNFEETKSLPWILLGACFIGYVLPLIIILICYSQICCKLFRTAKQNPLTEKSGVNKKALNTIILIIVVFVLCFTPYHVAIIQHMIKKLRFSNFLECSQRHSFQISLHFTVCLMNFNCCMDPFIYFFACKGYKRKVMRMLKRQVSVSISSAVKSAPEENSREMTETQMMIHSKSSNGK
CCR6 antagonist = antagonists of human CCR6 receptor. P51684. CHO-K1 CCR6 PathHunter beta-arrestin, luminescence, CCL20-stimulated. inhibition, % at 20 µM. hit rate 0.49% among 340,000. AID 493098;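 active means compounds whose inhibition of the agonist-driven luminescence signal at 20 µM reaches about 50%, limit read from the data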;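 further: cells stimulated with CCL20 at 14 nM final; plate controls were DMSO with CCL20 for no effect and DMSO without agonist for full effect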
Gli-Sufu block = antagonists of Gli-Sufu signaling; inhibition, % at 5 µM; Sufu-KO-LIGHT fibroblasts, Gli luciferase reporter luminescence; hit rate 0.74% among 340,000; AID 588413;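 active means inhibition above about 55%, limit read from the data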;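 further: 0% = DMSO-treated cells and 100% = wells with medium but no cells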
MPTP inh = permeability transition pore inhibition; AID 602449; isolated mouse mitochondria, Ca2+ swelling absorbance, 30 min; inhibition, % at 10 µM; hit rate 1.4% among 360,000;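 active means inhibition of 50% or more, scaled per plate between neutral and stimulator controls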;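 further: 0% = DMSO wells given calcium and 100% = 1 mM EGTA wells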
APOBEC3A inh = human APOBEC3A DNA deaminase inhibition | inhibition, % at 20 µM | hit rate 0.41% among 330,000 | P31941 | AID 493011 | recombinant A3A, FAM/TAMRA ssDNA deamination fluorescence;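 active means at least 40% inhibition at 20 µM here, with at most 30% in a related deaminase screen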;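 further: plate controls were A3A with DMSO for no effect and wells lacking A3A enzyme for full effect; some results filed as inactive read as strong as hits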
* marks the source's active call; other numbers are inactive results; x = no result given.

SMILES | APOBEC3G inh | NR3A LBD binder | CXCR6 block | EBI2 antag | CCR6 antagonist | Gli-Sufu block | MPTP inh | APOBEC3A inh
CCC(C)C(NC(=O)C(C)NC(=O)CNC(=O)CNC(=O)OCc1ccccc1)C(=O)OC (stereo not given) | -2.8 | -1.0 | -0.5 | -2.1 | -9.4 | 10.9 | 0.4 | -0.2
COc1ccc(N2CC(C(=O)Nc3c4c(nn3-c3ccccc3)CS(=O)(=O)C4)CC2=O)cc1 (stereo not given) | -8.2 | -0.9 | 3.1 | -8.8 | 3.4 | -3.5 | 0.4 | -0.4
CCNC(=O)Nc1ccc(S(=O)(=O)Nc2cnc(C)nc2C)cc1 | -9.8 | -0.9 | 0.3 | -11.7 | 10.9 | -1.9 | -3.3 | -3.9
COC(=O)[C@@H]1C[C@H]2CC[C@H](O)C[C@H]2N1Cc1ccccc1OS(=O)(=O)c1ccc(C)cc1 | -12.2 | -0.5 | -3.2 | -5.0 | 0.0 | 10.4 | 0.2 | -3.3
Cc1ccc(SCCCn2cnc3ccccc3c2=O)cc1 | -1.9 | 2.9 | 2.4 | 11.6 | 21.0 | 44.0 | 3.9 | 0.1
O=C(CP(=O)(O)CC(=O)c1ccccc1)c1ccccc1 | 0.5 | 0.3 | 8.2 | -2.0 | -0.5 | 3.5 | -2.0 | 0.7
Cc1cc2c(ncn2C)c(NS(=O)(=O)c2cc(Cl)ccc2Cl)c1C | -2.7 | 2.1 | 2.5 | 2.4 | -1.7 | 2.8 | -0.4 | -3.5
Cc1cc(=O)oc(C)c1C(=O)Nc1cccc2ccccc12 | -6.1 | 1.7 | -5.1 | -6.4 | -5.1 | 12.6 | -0.1 | -2.2
CCCC(=O)Nc1cc(OC)c(OC)cc1C(=O)O | 2.5 | -0.2 | -11.6 | -0.4 | -9.8 | -4.2 | -0.7 | 0.9
O=C(O)c1ccc(CSc2n[nH]c(-c3ccco3)n2)cc1 | 25.9 | -2.1 | 1.6 | -18.9 | -2.2 | -12.6 | -1.3 | 84.9*
C[C@H](CO)N1C[C@H](C)[C@@H](CN(C)Cc2ccc(C(=O)O)cc2)Oc2c(cccc2N(C)C)C1=O | -8.2 | 0.6 | -2.8 | 6.5 | 1.1 | -42.7 | 0.0 | -6.7
COc1ccc(NC(=O)CN2CCN(c3ccc(C)cc3C)CC2)cc1 | -5.9 | 1.3 | -6.2 | 5.8 | 10.6 | 5.2 | 2.2 | -6.6
CCn1c(SCC(=O)NC2CCCCC2)nnc1C(C)NC(=O)c1ccccc1F (stereo not given) | -4.9 | -1.7 | 2.0 | 0.2 | 6.9 | -8.3 | -0.5 | 14.4
Cc1noc(C)c1COc1ccccc1C(=O)NCCOc1ccccc1 | 13.2 | -2.3 | -15.0 | -2.5 | 11.0 | -6.8 | 1.0 | -0.4
COc1ccccc1CNC(=O)CCc1ccccc1 | -4.7 | 1.6 | 2.4 | 2.6 | 21.5 | 10.5 | -0.1 | -1.7
Cc1nc(SCC(=O)c2ccccc2)n[nH]1 | -5.9 | 5.4 | -1.2 | -1.2 | -3.4 | 0.1 | 1.5 | -1.6
CN(C)CCC(C(=O)c1ccccc1)c1ccccn1 (stereo not given) | x | 4.6 | 8.5 | -3.7 | 8.7 | 1.3 | -1.5 | x
COc1ccc(N2C(=O)NC(NC(=O)C(C)(C)C)(C(F)(F)F)C2=O)cc1 (stereo not given) | -9.4 | -1.0 | 3.8 | 6.7 | 10.7 | -1.5 | -0.5 | -2.2
O=C(NC(Cc1ccccc1)C(=O)O)/C(=C\c1ccccc1)NC(=O)c1ccco1 (stereo not given) | 0.3 | -2.2 | 2.3 | -4.7 | -2.5 | -25.1 | -1.3 | 1.0
COc1ccccc1CNC(=O)C(Cc1c[nH]c2ccccc12)NC(=O)OCc1ccccc1 (stereo not given) | 1.1 | -2.6 | 11.5 | 4.8 | 17.2 | -18.8 | -0.4 | 5.2
O=C(NCCOCCNC(=O)OCc1ccccc1)OCc1ccccc1 | 12.5 | -3.4 | 5.2 | -0.5 | 2.2 | -3.4 | 0.1 | 4.4
COc1ccc(Cc2nnc(Nc3ccc(C)cc3C)[nH]c2=O)cc1 | -3.8 | -0.8 | -4.0 | -11.8 | -0.6 | 2.8 | 5.3 | -3.1
Cc1cccc(NC(=O)CSCC(=O)N2CCN(C(=O)c3ccco3)CC2)c1 | -2.6 | 1.7 | 4.1 | -4.0 | -0.7 | -14.1 | -0.3 | 0.0
O=C(NCc1ccco1)c1ccc2c(c1)N(Cc1ccc(Cl)cc1)CCS2 | -2.1 | -1.1 | 6.7 | -4.7 | 23.3 | 11.7 | 3.1 | 1.9
O=C(c1coc(=O)c2ccccc12)N1CCN(Cc2ccccc2)CC1 | 1.3 | 0.0 | 0.2 | -1.9 | -3.7 | 3.1 | -0.1 | 2.1
COc1cccc(OC)c1C(=O)NC(=S)NCc1ccco1 | -1.1 | -1.0 | 6.7 | -21.8 | -0.9 | -0.5 | -0.1 | -0.3
O=C(Cc1cccs1)N1CCC(c2nc3c(nnn3Cc3ccccc3Cl)c(=O)[nH]2)CC1 | -1.2 | 6.4 | 6.4 | 2.5 | 12.8 | 0.0 | -0.7 | 3.8
CCOc1ccc(OCC(=O)c2c(O)c3ccccc3oc2=O)cc1 | -0.7 | -2.5 | 3.7 | -10.2 | -3.5 | 3.8 | 0.3 | 1.2
CCOC(=O)c1[nH]c2ccccc2c1NC(=O)CCN1CC(C)OC(C)C1 (stereo not given) | -3.9 | 0.6 | 4.0 | -0.3 | 1.5 | 8.7 | 0.4 | 2.4
COc1cc(NS(=O)(=O)c2ccc(NC(=S)NC(=O)/C=C/c3ccco3)cc2)ncn1 | 22.9 | -2.3 | 12.4 | 12.4 | 30.4 | 3.1 | -1.3 | 55.0*
CC1(C)C2CCC(C2)C1(C)NC(=O)CNCC1CCCCC1 (stereo not given) | -4.7 | -0.3 | 3.6 | -1.8 | 10.0 | 7.2 | 0.3 | -2.0
COc1cccc(C2c3c(oc4ccc(F)cc4c3=O)C(=O)N2CCN2CCOCC2)c1OC (stereo not given) | -1.4 | -2.4 | -7.1 | -1.3 | 0.5 | -8.2 | -1.4 | 0.3
O=C1N[C@@H](c2ccccc2)COC(=O)[C@@H](Cc2ccc(F)cc2)CC/C=C/C[C@@H]1CC(=O)N(CCO)Cc1ccccc1 | -4.3 | -3.1 | 5.5 | 9.7 | 8.8 | 0.7 | 0.4 | -1.6
O=C(Nc1ccc(S(=O)(=O)Nc2nccs2)cc1)C(F)(F)F | -9.1 | 2.4 | -3.3 | 2.9 | 0.2 | 6.7 | 0.7 | -5.8
Cc1cc(NS(=O)(=O)c2ccc(NC(=O)C(F)(F)F)cc2)nc(C)n1 | -1.5 | 0.0 | -2.3 | -4.0 | -5.1 | 3.0 | 0.5 | -3.6
O=C(NCCN1CCN(S(=O)(=O)c2ccc(F)cc2)CC1)C(=O)NCc1ccccc1 | -8.6 | -1.8 | -3.2 | 4.3 | 7.5 | -32.5 | -1.4 | -3.9

Shown field by field: part of the list above.
CCOc1ccc(OCC(=O)c2c(O)c3ccccc3oc2=O)cc1
  APOBEC3G inh = -0.7	NR3A LBD binder = -2.5	CXCR6 block = 3.7	EBI2 antag = -10.2	CCR6 antagonist = -3.5	Gli-Sufu block = 3.8	MPTP inh = 0.3	APOBEC3A inh = 1.2

O=C(NCCN1CCN(S(=O)(=O)c2ccc(F)cc2)CC1)C(=O)NCc1ccccc1
  APOBEC3G inh = -8.6	NR3A LBD binder = -1.8	CXCR6 block = -3.2	EBI2 antag = 4.3	CCR6 antagonist = 7.5	Gli-Sufu block = -32.5	MPTP inh = -1.4	APOBEC3A inh = -3.9

O=C(c1coc(=O)c2ccccc12)N1CCN(Cc2ccccc2)CC1
  APOBEC3G inh = 1.3	NR3A LBD binder = 0.0	CXCR6 block = 0.2	EBI2 antag = -1.9	CCR6 antagonist = -3.7	Gli-Sufu block = 3.1	MPTP inh = -0.1	APOBEC3A inh = 2.1

O=C1N[C@@H](c2ccccc2)COC(=O)[C@@H](Cc2ccc(F)cc2)CC/C=C/C[C@@H]1CC(=O)N(CCO)Cc1ccccc1
  APOBEC3G inh = -4.3	NR3A LBD binder = -3.1	CXCR6 block = 5.5	EBI2 antag = 9.7	CCR6 antagonist = 8.8	Gli-Sufu block = 0.7	MPTP inh = 0.4	APOBEC3A inh = -1.6

Carrying on:
SMILES | APOBEC3G inh | NR3A LBD binder | CXCR6 block | EBI2 antag | CCR6 antagonist | Gli-Sufu block | MPTP inh | APOBEC3A inh
O=C(CN(CC1CCCO1)C(=O)CNS(=O)(=O)c1ccc(F)cc1)NC1CCCC1 (stereo not given) | -5.9 | -0.7 | -5.4 | -7.8 | 5.1 | -0.6 | 0.2 | -2.1
CCOc1cc(-c2cc(-c3ccc(N)cc3)nc(N)c2C#N)ccc1O | -2.7 | -10.9 | -4.1 | 0.3 | -23.9 | 1.7 | -0.2 | 0.3
O=C(CSc1nc(-c2ccccc2)c(-c2ccccc2)o1)NCCCO | -1.7 | -2.4 | -5.4 | -3.3 | 17.3 | -19.2 | 5.1 | -6.5
CCOc1ccc(C(=O)OC(C)CN2CCN(C)CC2)cc1 (stereo not given) | -4.4 | -2.2 | -3.3 | 15.0 | -6.8 | 7.8 | -0.2 | -1.1
O=C(Cn1cnc2ccccc2c1=O)NCCC(=O)N1CCN(c2ccccc2)CC1 | -1.6 | -2.6 | -2.8 | -12.4 | 7.5 | -3.2 | -0.5 | 0.3
CCOc1cc(CN2CCC(CO)(Cc3cccc(C(F)(F)F)c3)CC2)ccc1OC | -5.8 | -0.1 | 7.8 | 3.7 | 8.1 | 31.7 | 0.0 | -2.6
Cc1cc(C)cc(NC(=O)CCCn2nc(C)c3c(C)n(-c4ccccc4)nc3c2=O)c1 | 0.0 | 0.2 | 0.0 | -1.3 | 9.4 | 8.4 | -2.4 | 3.5
COc1cc(C2CC(=O)N(CC(=O)NCC3CCCO3)c3ccccc3S2)cc(OC)c1OC (stereo not given) | -3.9 | 0.0 | 0.0 | 2.6 | -1.0 | -4.1 | 4.9 | 0.5
COc1cc(NC(=O)CSCc2cnn(-c3ccccc3)c2-n2cccc2)cc(OC)c1 | -6.5 | -3.1 | 0.0 | 37.3* | 23.1 | -0.5 | -17.8 | -4.0
Cc1ccc(S(=O)(=O)c2nnn3c2nc(N2CCC(C(N)=O)CC2)c2ccccc23)cc1 | 0.7 | -1.4 | 6.2 | 6.2 | 1.2 | 28.2 | -0.1 | -1.5
CC(=O)CSc1nnc(-c2ccc3c(c2)OCO3)o1 | 0.4 | 2.9 | -4.4 | -5.0 | -2.5 | -25.6 | -0.6 | 1.0
CC1CC1C(=O)OCC(=O)Nc1cccc([N+](=O)[O-])c1 (stereo not given) | -0.8 | -2.6 | 5.2 | 3.5 | 3.7 | -2.9 | 0.5 | 19.6
COc1cccc(N2CCN(c3ccc4nnc(CCC(=O)Nc5cc(C)ccn5)n4n3)CC2)c1 | -4.3 | 3.0 | 9.5 | 11.9 | -5.4 | 18.1 | -0.8 | 1.0
CCOc1ccc(C(=O)c2cccs2)cc1 | 0.1 | 0.9 | 1.3 | -36.7 | -3.6 | -38.6 | -0.4 | 0.9
Cn1c(=O)cc(SCC(=O)Nc2cccnc2)c2ccccc21 | -0.9 | 1.6 | 2.2 | -0.9 | -14.5 | 5.1 | 3.4 | 3.2
Cc1noc(C)c1S(=O)(=O)N1CCCC(C(=O)NCCc2ccc(Cl)cc2)C1 (stereo not given) | -6.1 | -2.7 | 0.7 | 17.2 | -6.9 | -15.6 | -0.3 | -3.7
CCN(CC)S(=O)(=O)c1ccc(Cl)c(NC(=O)CSc2nnc(-c3cccs3)o2)c1 | 3.6 | 4.1 | 5.2 | 3.6 | 5.4 | 5.5 | 0.2 | -1.2
Cc1ccc(-c2csc(Nc3ccccn3)n2)cc1 | -8.0 | -2.8 | -8.1 | 11.9 | -38.9 | -41.8 | -0.3 | -9.0
CCOC(=O)N1CCN(C(=O)c2c[nH]c3ccc(S(=O)(=O)N(C)c4cccc(C)c4)cc3c2=O)CC1 | -6.9 | 0.5 | -6.8 | 1.3 | 12.2 | 3.9 | -2.1 | -5.3
Cc1ccccc1Cn1nc(C)c(NC(=O)C2(C)CC2(Cl)Cl)c1C (stereo not given) | 0.1 | 0.9 | 11.4 | -7.0 | 13.4 | 4.7 | 0.9 | 3.0
